Compound activity from PubChem.
Sm TGR inh = inhibitors of Schistosoma mansoni thioredoxin glutathione reductase; Q962Y6; purified TGR, DTNB reduction, TNB absorbance 405 nm; hit rate 3% among 360,000; Potency, µM (top dose mostly 114 µM), for the others: top-dose activity change, negative = inhibition, hits mostly inhibitors; note: potency is the fitted concentration of half-maximal effect; nearly all actives have a fitted effect of over 60% in size
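TGR 20 nM + NADPH 100 uM (dispensed conc.), cpd preinc 15 min RT; start with NADPH (500 uM addition) then DTNB (15 mM addition). Kinetic TNB absorbance, 405 nm filter. Four-parameter Hill fit across titration.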
AMA1 RON2 block = AMA1-RON2 (P. falciparum) interaction inhibition | AlphaScreen AMA1-biotinylated RON2 peptide binding | Potency, µM (doses to about 58.2 µM), inactives show at the top dose activity change, negative = inhibition, usual class: inhibitors | hit rate 0.2% among 360,000 | AID 720542;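 note: potency is the fitted concentration of half-maximal effect; 0% = vehicle wells and -100% = peptide control; nearly all actives have a fitted effect of over 45% in size; some results filed as inactive show a strong effect at the top dose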
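AMA1 (3D7) with his tag at 25 nM final met compounds first, then biotinylated RON2 peptide at 25 nM; detection used donor plus acceptor beads, 10 µg/mL apiece, read by AlphaScreen after 30 min at room temperature.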
AmpC detergent = AmpC beta-lactamase inhibition with detergent present. AmpC hydrolysis of nitrocefin, absorbance 480 nm, 0.01% Triton. Potency, µM (doses to about 114 µM), without a hit: top-dose activity change, negative = inhibition, actives largely listed as inhibitors. hit rate 0.041% among 370,000. AID 485294;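 note: potency is the fitted concentration of half-maximal effect; 0% = no-compound wells and -100% = no-enzyme wells; nearly all actives have a fitted effect of over 25% in size; some results filed as inactive show a strong effect at the top dose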
Target sequence (P00811 whole entry, looked up): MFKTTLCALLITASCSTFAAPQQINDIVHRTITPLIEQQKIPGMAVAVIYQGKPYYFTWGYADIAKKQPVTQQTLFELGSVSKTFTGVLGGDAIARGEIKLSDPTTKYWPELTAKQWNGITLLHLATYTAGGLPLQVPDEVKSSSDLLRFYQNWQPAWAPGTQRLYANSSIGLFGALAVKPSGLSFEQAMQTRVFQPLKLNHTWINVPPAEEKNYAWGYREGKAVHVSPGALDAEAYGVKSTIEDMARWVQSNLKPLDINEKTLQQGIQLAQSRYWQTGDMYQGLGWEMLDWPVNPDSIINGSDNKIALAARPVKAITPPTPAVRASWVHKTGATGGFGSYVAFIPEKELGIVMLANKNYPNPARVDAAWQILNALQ
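20 mM phosphate pH 7.0 + 0.01% (detergent screen) or 0.0001% Triton X-100; 5.3 nM AmpC reagent; cpd preinc 15 min RT; nitrocefin (800 uM stock) to start; A480 q20 s × 4 min; Activity was normalised to no-enzyme and no-compound control wells.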
AmpC inh no detg = blocks E. coli AmpC beta-lactamase in detergent-free assay; P00811; AmpC nitrocefin hydrolysis, absorbance 480 nm, 0.0001% Triton; Potency, µM (series often up to 57.1 µM), inactives show top-dose activity change, negative = inhibition, actives largely listed as inhibitors; hit rate 0.52% among 330,000;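 note: potency is the fitted concentration of half-maximal effect; plate controls were no compound for no effect and no enzyme for full effect; nearly all actives have a fitted effect of over 20% in size; some results filed as inactive show a strong effect at the top dose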
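20 mM phosphate pH 7.0 + 0.01% (detergent screen) or 0.0001% Triton X-100; 5.3 nM AmpC reagent; cpd preinc 15 min RT; nitrocefin (800 uM stock) to start; A480 q20 s × 4 min; Activity was normalised to no-enzyme and no-compound control wells.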
HCMV antiviral = human cytomegalovirus inhibition | hit rate 4.5% among 410,000 | AID 1259415 | HFF cells, HCMV-luciferase reporter, 72 h; hits give low values | activity change, negative = inhibition, % at 57.5 µM; in the data active = activity change below about -60%; inconclusive = no clear call, values can overlap the other calls; inactive = above about -39%
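Human foreskin fibroblasts infected with luciferase-reporter HCMV at MOI 1 PFU/cell, compounds at two doses. Luciferase measured 72 h post infection; normalized to buffer-only basal and Salinomycin (10uM) controls.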
Giardia FBPA inh = Giardia lamblia aldolase inhibition; purified Giardia FBPA; hit rate 0.71% among 290,000; AID 2451; Potency, µM (series often up to 59.6 µM), inactives show at the highest dose activity, negative = inhibition, usual class: inhibitors; note: potency is the fitted concentration of half-maximal effect; nearly all actives have a fitted effect of over 55% in size
Target sequence (A8B2U2 whole entry, looked up): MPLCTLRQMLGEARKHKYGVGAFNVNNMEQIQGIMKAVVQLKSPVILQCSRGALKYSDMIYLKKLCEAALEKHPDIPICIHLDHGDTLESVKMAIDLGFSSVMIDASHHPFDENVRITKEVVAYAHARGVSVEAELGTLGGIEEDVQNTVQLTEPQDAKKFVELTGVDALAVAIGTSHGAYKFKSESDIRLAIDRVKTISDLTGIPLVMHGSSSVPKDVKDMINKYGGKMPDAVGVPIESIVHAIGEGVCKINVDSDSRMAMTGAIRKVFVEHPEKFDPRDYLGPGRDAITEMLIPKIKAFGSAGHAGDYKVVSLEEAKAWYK
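40 nM FBPA preincubated 10 min at RT with compound (up to 57.5 uM final), then substrate plus GAPDH/TPI/NAD/arsenate coupling and diaphorase/resazurin added. Fluorescence read after 20 min at RT, 525/598 nm.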
* hit, by the source's call; ? = inconclusive; . = no result given; [ ] = remark or other dose. Unless noted, calls come from the whole dose curve; as a rule, active = well fitted curve in the direction sought with a large enough effect; inconclusive = small, poorly fitted or top-dose-only effect, or another doubt; inactive = no such curve, though single readings can be large; an effect the other way counts as inactive or inconclusive. Unless noted, % is set by controls: 0 for no effect and ±100 for the full control effect. No enrichment for hits; any-hit rate near 7.8%.

SMILES	Sm TGR inh	AMA1 RON2 block	AmpC detergent	AmpC inh no detg	HCMV antiviral	Giardia FBPA inh
O=C(O)C1CC(=O)N(Cc2ccc3c(c2)OCO3)C1 (centres undefined)	1.6%	-8.5%	1.6%	-35.1%	13.5	5.6%
Cn1cnnc1SC1CCCCC1NS(=O)(=O)c1ccccc1 (centres undefined)	0.0%	-4.4%	-7.5%	-13.4%	7.9	0.5%
CCOc1ccc(NC(=O)CN(C)C(=O)CCN2C(=O)C3CC=CCC3C2=O)cc1OCC (centres undefined)	-3.4%	-4.8%	7.2%	12.4%	-9.7	.
Cc1ccc(NC(=O)c2ccc(OCC3CCCO3)cc2)c(C)c1 (centres undefined)	-5.3%	-7.9%	-9.3%	-23.1%	18.2	-0.2%
CC(O)c1nc2ccccc2n1CCCCOc1ccccc1 (centres undefined)	5.8%	2.2%	8.6%	92.2%[activator]	1.4	-2.8%
CC(=O)Nc1nnc(/C=C/c2cccc([N+](=O)[O-])c2)s1	4.3%	4.3%	-3.4%	-18.9%	46.8	16.3%
Cc1ccc(C(C)(C)C)cc1S(=O)(=O)Nc1cccc(C(=O)N2CCN(c3ccccn3)CC2)c1	3.8%	-29.7%	-1.5%	17.1%	-24.0	.
Cc1ccc(SCc2ccc(C(=O)Nc3ccccc3C(=O)NC(C)C)cc2)cc1	-3.2%	5.6%	1.0%	-6.5%	30.6	2.4%
CCN1C(=O)/C(=C2/C=Cc3ccccc3N2C)OC1=S	2.8%	-0.8%	-2.4%	-8.0%	74.0	4.6%
O=C(CSc1nc(-c2ccccc2)c(-c2ccccc2)[nH]1)Nc1ccc2c(c1)OCO2	-10.2%	4.8%	?	-44.4%	-68.4*	-1.6%
CN(C(=O)Nc1cnc2ccccc2c1)c1ccccc1	.	6.8%	0.2%	-17.7%	5.6	-1.2%
CCn1c(SCC(=O)NC2CC2)nnc1-c1ccccc1OC	-11.2%	-2.6%	?	-5.6%	49.1	6.5%
CCOC(=O)C1=C(c2ccccc2)N=C2SCC(=O)N2C1c1ccc(O)c(OC)c1 (centres undefined)	-0.2%	-8.6%	-1.0%	23.1%	9.0	0.7%
O=C(CSc1nnc2c(n1)[nH]c1ccc(F)cc12)Nc1ccccc1F	7.5%	-2.8%	2.9%	-21.7%	-27.2	-13.0%
Cc1cccc(O)c1C	.	6.7%	.	-13.2%	18.7	.
COc1ccc(CN(C(=O)c2ccco2)c2ccc(C)cc2)cc1OC	-20.4%	-10.9%	?	44.5%	-21.6	19.4%
COc1ccccc1-c1coc2cc(OC(=O)N3CCOCC3)ccc2c1=O	-12.5%	-9.0%	-7.7%	27.9%	10.4	-3.6%
CCn1c(SCc2ccc(F)cc2)nnc1-c1nn(-c2ccccc2)ccc1=O	1.4%	2.8%	-10.1%	1.0%	-34.2	6.8%
CSc1nc(SCCO)c2sc3nc(-c4ccco4)c4c(c3c2n1)CC(C)(C)OC4	2.51µM*	1.8%	-12.9%	2.1%	30.2	-10.8%
CCOC(=O)C1(CCCc2ccccc2)CCN(C(=O)CN2CCOC2=O)CC1	-1.6%	2.9%	3.0%	115.1%[activator]	-22.7	2.2%
COC(=O)c1cc(NC(=O)Nc2cccc(Cl)c2)ccc1Cl	1.7%	-13.7%	-4.9%	-45.1%	-99.0*	-8.3%
CCOC(=O)C1(CCCc2ccccc2)CCN(C(=O)CCOC)CC1	-2.4%	-13.6%	2.3%	109.7%[activator]	?	5.4%
CCCNC(=O)CC(NS(=O)(=O)c1ccc(Cl)cc1)c1ccco1 (centres undefined)	-32.0%	6.8%	-10.5%	-15.0%	-28.8	4.2%
Cc1nc2ccccc2nc1SCC(=O)c1ccccc1	-0.1%	45.5%[activator]	?	-8.1%	38.4	-1.1%
O=C(O)CCN(CCC(=O)O)S(=O)(=O)c1ccccc1	9.8%	-10.9%	-13.9%	-19.4%	20.7	10.9%
CN(Cc1ccccc1)C(=O)c1ccc(NC(=O)Cc2cccc([N+](=O)[O-])c2)cc1	.	-9.6%	.	-16.9%	65.0	.
C[C@@]12CCC3[C@@](CCC4[C@@]3(C)CCC[C@@]4(C)C(=O)NCc3ccccc3)(CC1=O)C2 (some centres undefined)	-2.8%	-4.2%	-7.1%	12.9%	-23.9	.
Nn1c(SCC(=O)Nc2ccc(F)cc2)nnc1-c1cccnc1	-14.1%	2.9%	?	?	11.2	-5.4%
O=C(CCn1nc(-c2ccc(Cl)cc2)c2ccccc2c1=O)Nc1ccc(OC(F)(F)F)cc1	-5.9%	.	-13.8%	.	-9.3	.
O=C(NCCCCNC(=O)C1CCCC1)C1CCCC1	-3.3%	-3.8%	-3.9%	-9.5%	14.5	1.1%
O=C(CCc1ccccc1)NNC(=O)Nc1cccc(Cl)c1	-6.0%	97.5%[activator]	?	-26.6%	-7.7	-1.0%
O=C(CCC1N=C2c3ccccc3N=C(SCC(=O)Nc3ccc(F)cc3)N2C1=O)NCc1ccco1 (centres undefined)	-1.0%	.	10.2%	.	28.6	.
CCOc1ccccc1N1C(=O)CC(Sc2ncccc2C(=O)O)C1=O (centres undefined)	-25.7%	12.5%	-4.0%	-17.3%	13.1	-3.3%
CCCC12CN3CC(CCC)(CN(C1)C3c1ccccc1)C2=O (centres undefined)	12.7%	.	0.9%	.	10.9	.
CC(=O)C1=C(O)CC(c2ccccc2)CC1=NCCc1c(C)[nH]c2ccc(C)cc12 (centres undefined)	-1.5%	-3.9%	-17.1%	1.3%	18.5	3.0%
O=C(NCc1ccc2c(c1)OCO2)c1ccncc1	0.0%[11.4 µM]	-5.7%	-4.1%	-7.2%	6.9	2.0%
CCOc1ccccc1OCCCC(=O)Nc1cc(S(=O)(=O)N2CCOCC2)ccc1OC	.	-12.7%	.	126.8%[activator]	-17.8	.
NC(=O)c1ccccc1N/C=C/C(=O)c1cccs1	-30.2%	0.3%	0.5%	-13.9%	121.9	0.7%
CC(C)CCn1c(=O)c(C(=O)N/N=C/c2cccc(F)c2)c(O)c2ccccc21	-16.8%	30.7%[activator]	-9.0%	-11.6%	49.5	9.2%
O=C(Nc1nnc(-c2ccccc2Cl)o1)c1cccnc1	-2.0%	0.0%	-8.6%	-11.1%	55.8	26.2%

Looked up by structure from the entries so far (six):
SMILES	Sm TGR inh	AMA1 RON2 block	AmpC detergent	AmpC inh no detg	HCMV antiviral	Giardia FBPA inh
O=C(CCC1N=C2c3ccccc3N=C(SCC(=O)Nc3ccc(F)cc3)N2C1=O)NCc1ccco1 (centres undefined)	-1.0%	.	10.2%	.	28.6	.
O=C(CCn1nc(-c2ccc(Cl)cc2)c2ccccc2c1=O)Nc1ccc(OC(F)(F)F)cc1	-5.9%	.	-13.8%	.	-9.3	.
CCCNC(=O)CC(NS(=O)(=O)c1ccc(Cl)cc1)c1ccco1 (centres undefined)	-32.0%	6.8%	-10.5%	-15.0%	-28.8	4.2%
O=C(O)CCN(CCC(=O)O)S(=O)(=O)c1ccccc1	9.8%	-10.9%	-13.9%	-19.4%	20.7	10.9%
CCOC(=O)C1(CCCc2ccccc2)CCN(C(=O)CCOC)CC1	-2.4%	-13.6%	2.3%	109.7%[activator]	?	5.4%
Cc1nc2ccccc2nc1SCC(=O)c1ccccc1	-0.1%	45.5%[activator]	?	-8.1%	38.4	-1.1%

Remaining list, next part:
SMILES	Sm TGR inh	AMA1 RON2 block	AmpC detergent	AmpC inh no detg	HCMV antiviral	Giardia FBPA inh
CCC(=O)N1CCc2cc(S(=O)(=O)NC(C(=O)NCc3ccccc3Cl)C(C)C)ccc21 (centres undefined)	4.1%	.	2.7%	.	-8.2	.
CC(C)(C)OC(=O)NOCC(=O)N(Cc1ccccc1)CC(O)COc1ccccc1 (centres undefined)	-7.1%	23.2%	-4.1%	63.1%[activator]	-13.3	.
O=C(c1ccncc1)N1CCN(C2CCC(c3ccccc3)CC2)CC1 (centres undefined)	-5.2%	-19.1%	2.1%	33.5%	10.5	?
N#Cc1nc(-c2ccccc2)oc1N1CCN(C(=O)c2ccco2)CC1	7.5%	?	19.4%	50.7%	-1.5	.
CC(=O)c1c(C(C)=O)c(C)n(-c2cccc3cccnc23)c1C	0.0%	-6.4%	1.7%	-13.0%	-14.1	-21.5%
C=CCn1c(COc2ccc(Cl)cc2)nnc1SCC(=O)c1c(N)n(C)c(=O)n(C)c1=O	10.3%	5.7%	-7.4%	5.1%	-28.2	4.0%
COC(=O)C1=C(C)N(Cc2cccnc2)C(=O)/C1=C\c1sccc1C	-9.1%	?	0.3%	153.4%[activator]	115.2	5.2%
CC(C)CN(C)Cc1c(C(=O)N2CCc3ccccc3C2)nc2ccc(Cl)cn12	-4.2%	-22.0%	-10.2%	67.0%[activator]	-8.4	3.6%
Cc1ccc2occ(CN3CC4CC(C3)c3cccc(=O)n3C4)c(=O)c2c1 (centres undefined)	?	13.0%	?	-10.9%	-5.2	0.8%
COC(=O)c1ccccc1S(=O)(=O)Oc1ccc(-c2ccc(C(=O)O)cc2)cc1	-0.3%	-0.7%	1.7%	-9.6%	-18.0	.
CCN(CC)S(=O)(=O)c1ccc(-c2nnc(SCC(=O)Nc3ccc(OC)cc3)o2)cc1	5.5%	5.3%	-4.6%	-15.3%	-28.2	-0.1%
CCCCn1c(N)c(N(CCC(C)C)C(=O)COC(=O)c2ccc([N+](=O)[O-])s2)c(=O)[nH]c1=O	.	8.7%	.	-12.4%	-95.0*	.
O=S(=O)(c1ccccc1)c1ncc(C(F)(F)F)cc1Cl	3.98µM*	7.0%	-10.9%	-10.4%	-29.6	-3.2%
Cc1c(Cl)c(C(=O)N2CCCCCC2)nn1C	-0.4%	5.6%	-4.2%	-1.4%	-21.7	.
CC(C(=O)OCC(=O)Nc1ccc(S(=O)(=O)N2CCCCC2)cc1)N1C(=O)c2ccccc2C1=O (centres undefined)	-3.3%	15.3%	-4.1%	-8.1%	24.1	-0.2%
Cc1ccc(C2=NN(CC(=O)NC(C)c3ccccc3)C(=O)CC2)cc1 (centres undefined)	-1.3%	.	-0.4%	.	-1.6	.
Cc1ccc(CNC(=O)CCc2nnc3ccc(N4CCC5(CC4)OCCO5)nn23)cc1	-11.1%	11.7%	-2.8%	18.0%	?	-10.6%
CCN(CC(=O)NCCc1ccc(F)cc1)Cc1nc2ccccc2c(=O)[nH]1	-6.5%	115.5%[activator]	-4.5%	-2.2%	0.0	-17.2%
Cc1cc(C)n(CC(=O)NC2CCCc3c2cnn3-c2ccccc2F)n1 (centres undefined)	-6.3%	4.8%	-3.1%	6.0%	-20.5	.
COc1ccc(-c2nc(CCl)cs2)cc1OC	?	-13.5%	4.3%	-13.9%	35.5	-24.9%
C=CCc1cc(C)ccc1OCCOCCN1CCN(C)CC1	0.0%	-15.6%	-4.9%	-3.7%	-15.0	15.8µM*
